# Tn6 DDE FP = DD(E)-Tn6 binding inhibition, primary FP screen | Fibrin DD(E) TRITC-Tn6 fluorescence polarization displacement | P02675 | inhibition, % at 8.3 µM | hit rate 0.21% among 370,000 | AID 720509;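 active = inhibition above a per-campaign cutoff: mean of compounds within control limits plus 3 SD, cut at about 15% in these data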;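 note: 0% = median of all compound wells on the plate and 100% = blocking peptide control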
# Target sequence (P02675 whole entry, looked up): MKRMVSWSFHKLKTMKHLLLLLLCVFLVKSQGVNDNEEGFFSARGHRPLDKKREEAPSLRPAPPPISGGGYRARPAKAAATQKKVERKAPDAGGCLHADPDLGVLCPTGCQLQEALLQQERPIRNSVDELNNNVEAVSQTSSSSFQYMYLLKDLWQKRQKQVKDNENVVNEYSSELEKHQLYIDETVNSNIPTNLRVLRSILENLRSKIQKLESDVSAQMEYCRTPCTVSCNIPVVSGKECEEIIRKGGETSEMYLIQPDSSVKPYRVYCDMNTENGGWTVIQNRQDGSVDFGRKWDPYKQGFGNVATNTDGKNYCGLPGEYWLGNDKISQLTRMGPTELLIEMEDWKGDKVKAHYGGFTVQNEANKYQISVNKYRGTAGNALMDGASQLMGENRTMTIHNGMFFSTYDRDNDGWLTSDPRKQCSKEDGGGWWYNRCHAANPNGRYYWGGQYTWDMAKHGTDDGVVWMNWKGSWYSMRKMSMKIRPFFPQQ
# ASAP1 GAP inh = ASAP1 ArfGAP inhibition; ASAP1-stimulated ARF1 GTP hydrolysis, GDP FP detection; inhibition, % at 16.5 µM; hit rate 0.19% among 360,000; AID 624377; in the data active = inhibition above about 25%;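 note: 0% = vehicle with enzyme and substrate and 100% = no enzyme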
# Target sequence (Q9ULH1 325-724 limits assumed): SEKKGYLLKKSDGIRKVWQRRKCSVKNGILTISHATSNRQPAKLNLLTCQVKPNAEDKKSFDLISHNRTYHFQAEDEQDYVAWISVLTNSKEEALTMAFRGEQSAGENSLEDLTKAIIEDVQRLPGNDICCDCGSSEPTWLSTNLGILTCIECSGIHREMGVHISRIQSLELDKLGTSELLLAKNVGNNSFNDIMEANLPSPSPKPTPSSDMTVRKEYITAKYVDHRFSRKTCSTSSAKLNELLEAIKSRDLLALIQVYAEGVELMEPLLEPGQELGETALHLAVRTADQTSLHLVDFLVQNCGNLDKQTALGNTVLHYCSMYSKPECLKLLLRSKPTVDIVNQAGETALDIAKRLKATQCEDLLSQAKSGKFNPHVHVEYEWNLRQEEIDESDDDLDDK
# GC-A act = GC-A (human) enzyme activation. HEK293 GC-A cells, cGMP TR-FRET, EC30 ANP; 0% at EC30 ANP, 100% saturating ANP. activation, % at 10 µM. hit rate 0.14% among 370,000. P16066. AID 1671463; in the data active = activation above about 40%
# GC-B act = GC-B (human) receptor activation. P20594. HEK293-GC-B cells, CNP EC30, cGMP TR-FRET; 0% at EC30 CNP, 100% saturating CNP. activation, % at 10 µM. hit rate 0.11% among 370,000. AID 1920062;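 active = activation at 10 µM reaching about 35% in either raw or pattern-adjusted values, limit read from the data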
# proKLK7 act = activates the human kallikrein-7 zymogen; P49862; purified proKLK7, EDANS-DABCYL substrate fluorescence; 100% is mature enzyme control, 0% vehicle; activation, % at 7 µM; hit rate 0.9% among 370,000; AID 652039;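 active = activation above the mean of all tested compounds plus 3 SD, computed per campaign excluding outliers beyond control limits, cut at about 13% in these data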
# ARFGAP1 inhibitor = inhibits rat ARF GTPase activating protein 1. Q62848. Arfgap1-stimulated ARF1 GTP hydrolysis, GDP FP detection. inhibition, % at 16.5 µM. hit rate 0.26% among 360,000. AID 651572;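 active = inhibition above a per-plate limit, mean inhibition of low control wells plus 3 SD, cut at about 25% in these data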;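 note: 0% = DMSO wells with enzyme and 100% = wells lacking Arfgap1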
# Target sequence (Q62848 1-136 limits assumed): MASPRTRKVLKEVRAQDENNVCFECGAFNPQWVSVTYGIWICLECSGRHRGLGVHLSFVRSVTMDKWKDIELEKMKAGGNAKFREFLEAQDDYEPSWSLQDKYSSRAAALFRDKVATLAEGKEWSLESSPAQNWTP
#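 system = rat Arfgap1 catalytic domain, aa 1-136 | technique = FP, GDP Alexa 633 tracer displaced from anti-GDP antibody, 620/688 nm | compound = one concentration, 16.5 µM, DMSO 1.26% | medium = HEPES-based buffer, pH 7.5 | timing = compound-enzyme preincubation 20 min, reaction 120 min, detection 60 min, 25 °C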
# rCAG RNA binder = molecules binding r(CAG) RNA repeats; r(CAG) RNA repeat, TO-PRO-1 dye displacement fluorescence; hit rate 1.3% among 370,000; AID 651821; inhibition, % at 3 µM;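 active = inhibition above the plate cutoff, the mean of all test compounds on that plate plus 3 SD, cut at about 35% in these data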;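 note: 0% = DMSO alone and 100% = 100 µM mitoxantrone as full dye displacement; higher means more dye released from RNA so lower well fluorescence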
# sPLA2-III inh = Inhibits HGIII-sPLA2 liposome hydrolysis, primary screen; hit rate 0.56% among 370,000; inhibition, % at 12.2 µM; QFRET BODIPY PC-A2 liposome hydrolysis, fluorescence; Q9NZ20;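 active = inhibition above mean plus 3 SD of compounds lying within the high and low control bounds, cut at about 19% in these data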;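 note: 0% = median of test compound wells and 100% = no enzyme DMSO wells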
# ADAM10 inh = inhibits human ADAM10; inhibition, % at 7 µM; O14672; hit rate 0.62% among 370,000; recombinant ADAM10, EDANS/DABCYL FRET peptide cleavage, 3 h;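 active = inhibition above a per-campaign cutoff equal to the mean of compounds falling between control-based bounds plus 3 SD, cut at about 20% in these data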;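 note: 0% = DMSO wells while the 100% control is not disclosed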
# FXN GAA850 act = activators of GAA850 frataxin (FXN) promoter | HEK293 lucGAA850 FXN promoter luciferase reporter, 24 h; percent of 10 µM SAHA response | activation, % at 6 µM | hit rate 0.56% among 360,000 | AID 540364;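 active = activation above the average of all compounds screened plus 3 SD, cutoff fixed separately per campaign, cut at about 7.5% in these data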;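 note: 0% = DMSO wells and 100% = 10 µM SAHA wells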
# Starred values were filed as active, the others as inactive; i = inactive; / = not tested or not shown.
SMILES,Tn6 DDE FP,ASAP1 GAP inh,GC-A act,GC-B act,proKLK7 act,ARFGAP1 inhibitor,rCAG RNA binder,sPLA2-III inh,ADAM10 inh,FXN GAA850 act
c1ccc(Cc2noc(CN3CCCN(C4Cc5ccccc5C4)CC3)n2)cc1,-0.8,-8.1,2.5,-6.9,-0.6,6.8,-5.6,-0.6,-15.6,-2.4
COc1ccc(NC(=S)N(Cc2ccccn2)Cc2ccccc2Cl)cc1,-3.0,6.6,-0.2,7.7,0.1,-0.9,2.6,3.6,11.8,2.0
COc1ccc(C(=O)Nc2ccc(C(=O)c3ccccc3)cc2)cc1,6.0,-4.4,4.2,0.5,-0.1,-2.2,1.9,-6.5,1.2,-1.4
O=C(CS(=O)(=O)c1ccccc1)Nc1ccc(N2CCOCC2)cc1,9.4,-11.1,-1.9,6.3,0.0,5.2,1.3,2.4,3.6,-0.8
FC(F)(F)C1=Nc2cccc3cccc(c23)N1,-28.8,-0.5,-23.2,-3.4,0.4,8.2,94.4*,28.3*,-4.0,0.4
CSc1nnc(C)c(/C=C/NOCc2cccc(F)c2)n1,-4.5,4.0,-2.5,-1.1,0.5,-1.5,-1.4,-3.4,-8.8,-0.8
CSc1cccc(NC(=O)CCCOc2cc(=O)n(C)c3ccccc23)c1,4.1,5.8,-2.7,-4.8,0.3,10.6,3.6,-9.7,-11.2,0.7
Cc1cc(-c2nc3cc(F)ccc3s2)ccc1N,3.1,-0.4,14.5,-6.9,0.5,0.0,1.5,10.7,i,1.9
CCOC(=O)c1cc2ccccc2n1C1CCN(C)CC1,-6.4,6.5,-9.0,-7.8,0.5,-3.2,1.3,2.1,-5.3,/
COC(=O)c1sc(NC(=O)c2cc(C)on2)nc1C,2.7,-5.8,-0.5,-1.6,0.6,-7.9,-1.8,1.9,-11.6,-1.5
O=C(CC1C(=O)NCCN1C(=O)c1ccc(F)cc1)OCc1ccccc1 (stereo not given),0.8,12.4,1.9,-2.7,-0.2,0.6,-6.6,1.7,2.1,1.3
O=C(COC(=O)c1ccc([N+](=O)[O-])o1)Nc1ccc(N2CCOCC2)cc1,3.3,-8.1,-0.5,-0.1,-0.2,-10.9,4.6,7.9,-8.6,0.2
OCC[C@H]1C[C@H](O)[C@@H](O)[C@]2(CCCO2)O1,-5.6,-8.2,1.4,8.6,0.2,-0.5,-0.1,-1.3,-2.1,0.4
COc1ccccc1-c1cc(C(=O)Nc2sc3c(c2C#N)CCC(C)C3)c2ccccc2n1 (stereo not given),-4.4,6.8,0.3,0.3,0.2,1.3,12.0,10.6,-7.8,-0.2
CCc1c(-c2ccccc2OC)ncn1CCc1ccccc1OC,6.2,8.3,-8.4,-16.2,0.9,2.3,-2.1,-9.1,0.2,/
N#CCCN1CCN(S(=O)(=O)c2ccc(S(=O)(=O)NCC3CCCO3)cc2)CC1 (stereo not given),1.2,11.6,0.6,5.0,0.4,-1.7,1.4,0.8,-1.1,-1.0
COc1ccccc1N1CCN(C(=O)c2nn(-c3ccccc3OC)c(=O)c3ccccc23)CC1,3.3,14.3,2.1,6.0,0.4,-2.8,-4.3,1.6,6.4,-1.8
COc1ccc(N2CCN(C(=O)COC(=O)[C@@H](NC(=O)c3ccccc3Cl)C(C)C)CC2)cc1,1.0,4.8,0.4,5.1,-0.5,14.8,-8.4,4.7,-2.4,-0.1
CC(C)(C)NC(=O)C(c1ccc(O)cc1)N(Cc1ccco1)C(=O)Cn1nnc(-c2cccs2)n1 (stereo not given),-2.4,3.9,-5.5,-2.8,0.6,1.3,3.9,-31.3,6.8,-5.2
O=S(=O)(Nc1c(S(=O)(=O)c2ccccc2)c2nc3ccccc3nc2n1C1CCCCC1)c1ccccc1,-4.6,16.3,3.5,12.2,-1.6,10.8,12.5,5.2,-104.8,0.2
Cc1nc(/N=C\N(C)C)sc1C(=O)Nc1ccccc1,3.2,-11.8,4.9,-4.2,-0.4,7.8,-1.1,2.0,-0.2,-0.1
CCOC(=O)NC(NCc1ccccc1)(C(F)(F)F)C(F)(F)F,3.2,8.3,3.6,-0.3,-0.2,-0.2,1.6,4.0,1.9,-0.2
COc1ccc(Oc2nc(C)nc3c2oc2ccccc23)cc1,-4.8,-5.6,4.2,-8.1,0.6,-2.8,-8.8,-14.8,-3.0,-0.8
CC(C)(C)CN1C(N)=NC[C@H]1Cc1ccc(O)cc1,7.0,0.2,-0.2,1.9,-0.7,1.1,4.6,5.2,2.5,1.1
Cc1ccc(C(=O)N2CCN(C(=O)c3ccco3)CC2)cc1NC(=O)c1ccco1,7.0,-2.5,0.3,-10.8,0.1,-11.4,-1.1,0.4,5.7,0.9

# Results in Tn6 DDE FP, ADAM10 inh and GC-B act, for some of the entries so far:
Structure	Tn6 DDE FP	ADAM10 inh	GC-B act
Cc1ccc(C(=O)N2CCN(C(=O)c3ccco3)CC2)cc1NC(=O)c1ccco1	7.0	5.7	-10.8
O=C(CS(=O)(=O)c1ccccc1)Nc1ccc(N2CCOCC2)cc1	9.4	3.6	6.3

# 4 entries from above, ordered by their value in ADAM10 inh, lowest first:
SMILES,ADAM10 inh
O=C(COC(=O)c1ccc([N+](=O)[O-])o1)Nc1ccc(N2CCOCC2)cc1,-8.6
COc1ccc(Oc2nc(C)nc3c2oc2ccccc23)cc1,-3.0
N#CCCN1CCN(S(=O)(=O)c2ccc(S(=O)(=O)NCC3CCCO3)cc2)CC1 (stereo not given),-1.1
COc1ccccc1N1CCN(C(=O)c2nn(-c3ccccc3OC)c(=O)c3ccccc23)CC1,6.4

# Remaining list, next part
SMILES,Tn6 DDE FP,ASAP1 GAP inh,GC-A act,GC-B act,proKLK7 act,ARFGAP1 inhibitor,rCAG RNA binder,sPLA2-III inh,ADAM10 inh,FXN GAA850 act
COc1ccc2nc(C)cc(SCC(=O)N/N=C/c3ccco3)c2c1,-0.5,-18.2,-0.6,-10.1,-0.1,-1.2,2.8,-13.7,-5.3,-0.6
C#CCN(C[C@@H]1[C@@H](OC(=O)NCc2ccco2)[C@@H](OC(=O)NCc2ccco2)Cn2c(=O)n(CCCCCC)c(=O)n21)S(=O)(=O)c1ccc(C)cc1,1.4,-7.6,-4.5,2.7,0.2,-4.6,12.9,-16.9,16.5,-0.3
CCOc1ccccc1CN1CCNC(=O)C1CC(=O)N(C)Cc1cnccn1 (stereo not given),0.8,-3.7,-1.4,-2.5,-0.1,9.7,-2.6,5.5,-14.6,1.1
COc1ccc(NC(=O)c2c(N)no[n+]2[O-])c(OC)c1,3.0,-0.6,-10.2,-0.8,-0.2,-3.9,-2.5,-1.7,-9.2,0.1
CCOC(=O)C(C)Oc1ccc2c(-c3cccc([N+](=O)[O-])c3)cc(=O)oc2c1 (stereo not given),2.2,-3.6,3.4,5.2,-0.5,-6.5,-4.6,0.8,-0.4,-0.9
COc1ccc(CNC(=O)c2c[nH]c3ccccc3c2=O)cc1,5.7,9.7,-1.3,0.1,-0.3,-15.6,-2.4,3.0,8.3,0.8
O=C(c1ccc2c(=O)n3c(nc2c1)CCCCC3)N1CCN(c2ccccc2F)CC1,-10.7,-7.8,-0.1,10.6,0.2,-8.9,0.8,0.1,-7.0,0.0
O=C(NCCCN1CCCC1)C1CCC(=O)N1C1CCCCC1 (stereo not given),3.0,6.7,-1.7,2.4,-0.6,4.9,-4.8,-0.7,0.3,2.0
COc1ccccc1NC(=O)CN1C(=O)COc2ccc(C)cc21,-2.7,-13.3,-0.2,-4.2,-0.6,-3.8,0.7,-0.5,-0.5,0.5
Cc1c(CCO)c(=O)oc2n[nH]c(-c3ccccc3)c12,2.1,-1.2,-6.6,-0.3,0.3,0.9,1.1,2.8,8.5,-3.2
COc1ccc(Cl)cc1NC(=O)C1CC(c2ccccc2Cl)=NO1 (stereo not given),-1.1,-7.5,-4.0,-4.1,-0.1,4.4,2.1,-0.6,1.0,-1.6
O=C(CSc1nc2[nH]ncc2c(=O)[nH]1)Nc1ccc(Cl)c(Cl)c1,5.9,-6.8,-0.8,-1.3,0.6,8.0,12.9,-6.2,3.5,1.1
COc1ccc(C2NS(=O)(=O)N=C2N)cc1 (stereo not given),2.2,3.5,1.2,4.5,0.2,-16.0,-4.6,-0.8,1.7,3.8
Cc1cccc(NC(=O)c2ccc(S(=O)(=O)N(C)CC3CCCO3)cc2)c1C (stereo not given),-4.7,-1.1,1.7,-3.2,-0.5,9.3,-2.5,0.1,-2.2,-0.3
O=[N+]([O-])c1ccc(CN2CCN(c3nc4ccccc4s3)CC2)cc1,4.3,-4.1,2.8,-0.1,0.3,2.8,1.1,10.4,4.0,1.5
COc1cccc(COCC(O)CN2CCC(C(N)=O)CC2)c1 (stereo not given),6.0,6.0,5.8,2.3,-0.9,1.4,1.6,1.5,3.7,-1.3
Cc1c(NC(=O)c2c(NC(=O)CNC3CC3)sc3c2CCCC3)c(=O)n(-c2ccccc2)n1C,-2.5,-10.1,0.2,3.6,0.1,-5.2,-1.1,1.2,-5.8,-3.0
COc1cc(CCC(=O)OCC(=O)NCc2ccc(Cl)cc2)cc(OC)c1OC,4.5,-0.1,-1.9,0.2,-0.7,-2.1,-4.6,2.9,6.8,0.8
CCOC(=O)C1=NNC2(c3ccc(Cl)cc3)C(=O)N(c3ccc(C)cc3)C(=O)C12 (stereo not given),11.2,-3.7,-1.3,0.8,0.0,2.8,3.0,-11.8,3.5,0.4
Cc1cccc(N(C(=O)c2csnn2)C(C(=O)NC2CCCC2)c2ccncc2)c1 (stereo not given),-9.3,-5.1,-2.3,-2.2,-0.7,14.1,0.5,-1.0,3.5,3.4
COC(=O)CN(c1ccc2c(c1)OCO2)S(C)(=O)=O,-4.5,2.7,0.7,6.0,-0.8,-3.3,1.1,-3.4,-4.9,-1.3
Cc1ccc(S(=O)(=O)NC(CC(C)C)C(=O)N2CC(C)OC(C)C2)cc1 (stereo not given),2.6,-7.5,-2.7,-0.6,-0.1,5.8,-9.6,6.8,-5.6,-0.4
COC(=O)CCN1CCC2CC1c1cc(Cl)ccc12 (stereo not given),3.0,9.6,-0.3,-3.7,-0.3,-7.0,1.7,1.9,-1.5,0.8
O=C(Nc1ccccc1F)Nc1cccnc1Cl,-10.7,-1.3,7.6,1.2,0.4,-8.6,2.8,5.2,5.1,1.8
O=C(CSc1ccc([N+](=O)[O-])cc1)Nc1nnc(C2CC2)s1,-1.7,6.5,1.1,3.0,-0.4,8.0,2.7,-0.2,-1.6,-0.2
O=C(Nc1cccc2ccccc12)c1ccc(OC(=S)N2CCOCC2)cc1,-13.0,1.2,0.2,1.0,0.3,1.6,3.7,-41.7,21.3*,-5.4
O=C(NC(=S)Nc1ccc(-c2ccccc2)cc1)c1ccccc1,0.3,-13.8,14.5,3.5,0.1,2.4,2.5,4.8,-10.0,1.9
Cc1ccc(S(=O)(=O)N(Cc2ccccc2)c2ccccn2)cc1[N+](=O)[O-],-1.3,-2.9,-1.0,0.0,-0.2,-1.1,-3.8,-3.0,3.4,0.1
Cc1cccc(C(=O)c2ccccc2C(=O)O)c1,0.8,5.4,-9.4,-0.5,0.2,6.8,-0.1,1.3,-4.9,0.1
COc1cccc(NC(=O)c2ccccc2N2C(=O)C3C4C=CC(C4)C3C2=O)c1 (stereo not given),15.8*,6.2,-1.5,-0.9,0.2,-3.3,0.6,3.1,-6.4,0.6
